Screening results as filed in PubChem.
MCF10A rerep: induces DNA re-replication in MCF 10a normal breast cells | MCF 10A DNA re-replication, Hoechst nuclear intensity, 48 h | Potency, µM (series often up to 46.1 µM), for inactives: top-dose activity, positive = re-replication, hits mostly activators | hit rate 2.9% among 350,000 | AID 624296; further: potency means the concentration at half of the fitted maximal effect; % of control where 0% means no effect; nearly all actives have a fitted effect of over 50% in size
Nrf2 inh: inhibitors of Nrf2 signaling; hit rate 2.1% among 360,000; Potency, µM (titrated, usually from 46 µM), inactives show at the top dose activity change, negative = inhibition, hits mostly inhibitors; A549 ARE-Fluc reporter, luciferase luminescence, 18-24 h; further: potency means the concentration at half of the fitted maximal effect; on the % scale 0 is the no-effect control and ±100 the full control effect; nearly all actives have a fitted effect of over 60% in size
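Quantitative HTS in A549 cells stably bearing an antioxidant response element-firefly luciferase construct. Inhibition of Nrf2-driven transcription was scored by luminescence after 18-24 h of compound exposure at 37 °C.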
HepG2 viability: counter-screen for TGF-b inhibitors: cytotoxicity in HepG2 cells. HepG2 CAGA-GFP viability, ATP luminescence, 18 h. Potency, µM (series often up to 46.1 µM), for the others: top-dose activity change, negative = cytotoxicity, actives largely listed as cytotoxic. hit rate 0.76% among 410,000. AID 588856; further: potency means the concentration at half of the fitted maximal effect; some results filed as inactive show a strong effect at the top dose
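HepG2 CAGA-GFP cells (1000/well, DMEM with 1% FBS) received compound, then TGF-beta at 500 pg/mL final, and were incubated 18 hours at 37 degrees C. Viability was read by CellTiter-Glo luminescence. Media-only wells were set as complete cell-killing and DMSO as no toxicity.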
ATXN2 expr inh: inhibitors of ATXN2 expression | HEK-293 ATXN2-luciferase reporter, luminescence, 24 h | Potency, µM (titrated, usually from 57 µM), for the others: at the top dose activity change, negative = inhibition, actives largely listed as inhibitors | hit rate 0.72% among 360,000; further: potency means the concentration at half of the fitted maximal effect; on the % scale 0 is the no-effect control and ±100 the full control effect; nearly all actives have a fitted effect of over 55% in size
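qHTS (up to 57 uM final) was run with 24 h compound exposure of reporter cells at 37 °C. Each well was multiplexed: SteadyGlo luminescence measured ATXN2-luciferase expression after a fluorogenic Gly-Phe-AFC viability readout (25 uM final).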
Nrf2 ARE act: activators of Nrf2 (ARE) signaling. AREc32 ARE-luciferase reporter (MCF7-derived line), luminescence, 24 h. Potency, µM (titrated, usually from 46.1 µM), without a hit: top-dose activation, most hits filed as activators. hit rate 0.31% among 410,000. AID 624171; further: potency means the concentration at half of the fitted maximal effect; % of control where 0% means no effect; nearly all actives have a fitted effect of over 65% in size
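Reporter line AREc32 (ARE-Fluc), seeded overnight in OPTI-MEM with 5% FBS; compound pin-transferred, 24 hr at 37 deg C, 5% CO2; luminescent read-out.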
IL-1B inflam inh: inflammasome signaling inhibition, IL-1 beta readout | AID 743279 | hit rate 4.7% among 360,000 | activity change, % at 57.5 µM | THP-1 LPS/ATP IL-1B secretion, AlphaLISA, 16 h; stronger effect = lower value; in the data active means activity change below about -50%; inconclusive means mostly about -30% to -49%; further: on the % scale 0 is the no-effect control and ±100 the full control effect
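THP-1 cells pretreated 1 hr with compounds (up to 57.5 uM final), then stimulated with LPS (250 ng/mL final) plus ATP (1.25 mM final); secreted IL-1B measured by AlphaLISA after 16 hr, decreased signal indicating inhibition.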
S2 tox: reduces viability in counter-screen for ATXN expression inhibitors; S2 cells (HEK-293 line with an ATXN2-luciferase reporter) viability, CellTiter-Fluor protease fluorescence, 24 h; Potency, µM (highest dose often 56.7 µM), usual class: cytotoxic; hit rate 0.49% among 400,000; AID 651635; further: potency means the concentration at half of the fitted maximal effect; nearly all actives have a fitted effect of over 40% in size
TGFb inhibitor: TGF-b pathway inhibition | hit rate 1.2% among 410,000 | HepG2 CAGA-GFP TGF-b/SMAD3 reporter, GFP fluorescence, 18 h; TGF-beta stimulated, 500 pg/mL final | Potency, µM (doses to about 46.1 µM), for inactives: top-dose activity, negative = inhibition, hits mostly inhibitors | AID 588855; further: potency means the concentration at half of the fitted maximal effect; on the % scale 0 is the no-effect control and ±100 the full control effect; nearly all actives have a fitted effect of over 65% in size
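HEPG2 CAGA-GFP, 1000 cells/well; 2 h settle, 37 C; cpd via pin tool; TGF-b 500 pg/mL final; 18 h, 37 C; GFP imaging ex488/em500-530; %Activity normalised to -TGF-b and +DMSO controls; CRC fit, curve class.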
A549 tox: kills or reduces viability of A549 cells in Nrf2 counter-screen; A549 ARE-Fluc cells, CellTiter-Fluor viability, 18-24 h; Potency, µM (doses to about 46 µM), for inactives: top-dose activity change, negative = cytotoxicity, most hits filed as inhibitors; hit rate 0.16% among 390,000; AID 504648; further: potency means the concentration at half of the fitted maximal effect; on the % scale 0 is the no-effect control and ±100 the full control effect
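A549 ARE-Fluc cells in 5% FBS OPTI-MEM, 5000 cells/well, rested 2 h then exposed to compounds in concentration-response for 18-24 h at 37 °C. Viability by CellTiter-Fluor fluorescence (Ex 405/Em 525) after 30 min; luciferase luminescence (BugLite, 15 min, RT) read afterwards.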
Active calls of the source: *; i = inactive; ? = inconclusive; . = no result given; [ ] = remark or other dose. Unless noted, the call rests on the fitted dose curve; in most records, active means well fitted curve in the direction sought with a large enough effect; inconclusive means small, poorly fitted or top-dose-only effect, or another doubt; inactive means no such curve, though single readings can be large; an effect the other way counts as inactive or inconclusive. Outcome played no part in choosing rows; any-hit rate near 8.8%.

item | SMILES | MCF10A rerep | Nrf2 inh | HepG2 viability | ATXN2 expr inh | Nrf2 ARE act
1 | COC(=O)C(Cc1c[nH]c2ccccc12)NC(=O)COc1cccc(C)c1 (stereo unspecified) | . | ? | -40% | . | 1.0%
2 | CC(Nc1n[nH]c(=O)[nH]c1=O)C(=O)N/N=C/c1ccccc1 (stereo unspecified) | -3% | 10% | 30% | . | 0.0%
3 | CC(=O)OCC(NC(=O)C(Cc1ccccc1)NC(=O)OC(C)(C)C)C1OC(n2ccc(=O)[nH]c2=O)C(OC(C)=O)C1OC(C)=O (stereo unspecified) | . | 4% | 6% | . | .
4 | CC12CN3CCN(CC(C3)/C1=N/N=C/c1cccc([N+](=O)[O-])c1)C2 | -5% | 2% | -3% | 0% | 6.5%
5 | Cc1cc(N2CCCC2=O)ccc1S(=O)(=O)NCCOc1ccccc1 | 7% | -5% | -3% | -22% | 4.7%
6 | O=C(CCC(=O)OCc1ccc(Cl)cc1)Nc1ccccc1 | 2% | 10% | -10% | . | 0.9%
7 | COc1ccc(C2C(C(=O)/C=C/c3ccco3)=C(O)C(=O)N2CCN2CCOCC2)cc1OC (stereo unspecified) | 8% | 5% | 7% | 1% | 0.2%
8 | COc1ccc(/C=C(/NC(=O)c2ccccc2)C(=O)NCCN2CCOCC2)cc1OC | 0% | 6% | -1% | -2% | -0.5%
9 | COC(=O)[C@@]1(Cc2ccc(OC)cc2)[C@H]2c3cc(C(=O)N4CCCC4)n(Cc4ccc(Cl)c(C(F)(F)F)c4)c3C[C@H]2CN1C(=O)c1ccccc1 | . | . | . | -25% | 10%
10 | CCO[C@@H]1OC(C(N)=O)=C[C@H](c2ccc3c(c2)OCO3)[C@H]1CCCO | -8% | -18% | 1% | 2% | -0.7%

item | IL-1B inflam inh | S2 tox | TGFb inhibitor | A549 tox
1 | . | . | -29% | 2%
2 | -7 | i | -5% | 12%
3 | . | . | -4% | -2%
4 | -7 | i | 5% | -2%
5 | 20 | i | 1% | -6%
6 | 15 | i | -16% | 1%
7 | 11 | i | 10% | -7%
8 | 12 | i | 5% | 1%
9 | 0 | ? | . | .
10 | 15 | i | -2% | 4%

Later entries.
item | SMILES | MCF10A rerep | Nrf2 inh | HepG2 viability | ATXN2 expr inh | Nrf2 ARE act
11 | Cc1ccccc1NS(=O)(=O)c1ccc2[nH]cc(C(=O)N3CCCC3)c(=O)c2c1 | . | . | 14% | . | 0.3%
12 | COc1ccc(Cl)cc1NC(=O)CSc1nccn1Cc1ccco1 | . | . | -7% | . | -0.3%
13 | CN(C(=O)c1cc2nc(-c3ccco3)cc(C(F)(F)F)n2n1)C1CCCCC1 | ? | -9% | -1% | -13% | 20%
14 | O=C(NCc1ccccc1Cl)/C(=C\c1cccnc1)NC(=O)c1ccccc1 | 6% | 6% | 1% | 7% | -0.6%
15 | O=C(NCC(c1ccco1)N1CCc2ccccc21)c1ccccc1 (stereo unspecified) | -22% | -10% | 5% | 0% | 0.1%
16 | CC(C)(C)C(=O)OCC1OC(n2cnc(C(N)=O)n2)C(O)C1O (stereo unspecified) | 1% | 12% | 4% | 10% | 0.5%
17 | CCNC(=O)N(C)C[C@H]1N[C@@](C)(C(=O)OC)[C@H]2C(=O)N(C)C(=O)[C@@H]12 | -4% | 21% | 1% | 13% | -1.0%
18 | CCC(=O)N1c2ccc(S(=O)(=O)CCC(=O)NCc3ccc4c(c3)OCO4)cc2CC1C (stereo unspecified) | 3% | -10% | -5% | -14% | -0.2%
19 | COC(=O)CCC(NC(=O)c1cc(-c2ccc3c(c2)OCCO3)oc1C)C(=O)OC (stereo unspecified) | -2% | 9% | -27% | 6% | 3.9%
20 | Cn1c2ccccc2n2c(=O)c(=O)n(CC(=O)c3ccc(Cl)cc3)nc12 | ? | 11% | 1% | 2% | 0.2%

item | IL-1B inflam inh | S2 tox | TGFb inhibitor | A549 tox
11 | . | . | 0% | 2%
12 | . | . | -23% | 0%
13 | -12 | i | 9% | 12%
14 | 5 | i | -2% | -5%
15 | -17 | i | ? | 17%
16 | 7 | i | 3% | 1%
17 | 15 | i | 6% | -9%
18 | 1 | i | -3% | -2%
19 | 54 | i | -1% | 0%
20 | 22 | i | 24% | -2%

Further entries follow:
item | SMILES | MCF10A rerep | Nrf2 inh | HepG2 viability | ATXN2 expr inh | Nrf2 ARE act
21 | S=C(NC1CCCCC1)N1CCOCC1 | 1% | 3% | 18% | 11% | 0.2%
22 | COCC(=O)N(Cc1cc2ccc(C)cc2[nH]c1=O)c1cccc(C)c1 | ? | -9% | -17% | 16% | 0.0%
23 | CC(=O)Nc1ccc(S(=O)(=O)NNC(=O)c2cccc(Cl)c2)cc1 | 1% | -4% | -7% | 2% | 4.7%
24 | COc1ccc(NC(=O)CN2C(=O)NC3(CCCCCC3)C2=O)cc1Cl | 28% | ? | -13% | -5% | -0.6%
25 | O=C(Nc1ccc(S(=O)(=O)Nc2ncccn2)cc1)c1cccc(S(=O)(=O)N2CCOCC2)c1 | -2% | 1% | 1% | . | 0.2%
26 | O=C(NCc1ccc(Cl)cc1)N1CCN(Cc2ccccc2)CC1 | 9% | 23µM* | 4% | . | 0.0%
27 | CCCCC(O)(c1ccc(CC)cc1)C(CN1CCOCC1)c1ccccc1 (stereo unspecified) | ? | ? | -80% | -21% | 1.0%
28 | CCc1nc2c(OCC=C(C)C)cccn2c1N(C)C(=O)c1ccc(OC)cc1 | . | . | -25% | -23% | 2.4%

item | IL-1B inflam inh | S2 tox | TGFb inhibitor | A549 tox
21 | 10 | i | 34%[activator] | 4%
22 | -10 | i | 23% | 2%
23 | 0 | i | -6% | 4%
24 | -14 | i | 9% | ?
25 | 8 | i | -3% | 6%
26 | -21 | i | -14% | -15%
27 | -54* | i | ? | ?
28 | 63 | ? | -26% | .

Given in markdown: entries from further up.
| cpd | Molecule | MCF10A rerep | Nrf2 inh | HepG2 viability | ATXN2 expr inh | Nrf2 ARE act | IL-1B inflam inh | S2 tox | TGFb inhibitor | A549 tox |
| --- | --- | --- | --- | --- | --- | --- | --- | --- | --- | --- |
| 15 | O=C(NCC(c1ccco1)N1CCc2ccccc21)c1ccccc1 (stereo unspecified) | -22% | -10% | 5% | 0% | 0.1% | -17 | i | ? | 17% |
| 16 | CC(C)(C)C(=O)OCC1OC(n2cnc(C(N)=O)n2)C(O)C1O (stereo unspecified) | 1% | 12% | 4% | 10% | 0.5% | 7 | i | 3% | 1% |
| 17 | CCNC(=O)N(C)C[C@H]1N[C@@](C)(C(=O)OC)[C@H]2C(=O)N(C)C(=O)[C@@H]12 | -4% | 21% | 1% | 13% | -1.0% | 15 | i | 6% | -9% |
| 18 | CCC(=O)N1c2ccc(S(=O)(=O)CCC(=O)NCc3ccc4c(c3)OCO4)cc2CC1C (stereo unspecified) | 3% | -10% | -5% | -14% | -0.2% | 1 | i | -3% | -2% |
| 19 | COC(=O)CCC(NC(=O)c1cc(-c2ccc3c(c2)OCCO3)oc1C)C(=O)OC (stereo unspecified) | -2% | 9% | -27% | 6% | 3.9% | 54 | i | -1% | 0% |
| 20 | Cn1c2ccccc2n2c(=O)c(=O)n(CC(=O)c3ccc(Cl)cc3)nc12 | ? | 11% | 1% | 2% | 0.2% | 22 | i | 24% | -2% |
| 21 | S=C(NC1CCCCC1)N1CCOCC1 | 1% | 3% | 18% | 11% | 0.2% | 10 | i | 34%[activator] | 4% |
| 22 | COCC(=O)N(Cc1cc2ccc(C)cc2[nH]c1=O)c1cccc(C)c1 | ? | -9% | -17% | 16% | 0.0% | -10 | i | 23% | 2% |
| 23 | CC(=O)Nc1ccc(S(=O)(=O)NNC(=O)c2cccc(Cl)c2)cc1 | 1% | -4% | -7% | 2% | 4.7% | 0 | i | -6% | 4% |
| 24 | COc1ccc(NC(=O)CN2C(=O)NC3(CCCCCC3)C2=O)cc1Cl | 28% | ? | -13% | -5% | -0.6% | -14 | i | 9% | ? |
| 25 | O=C(Nc1ccc(S(=O)(=O)Nc2ncccn2)cc1)c1cccc(S(=O)(=O)N2CCOCC2)c1 | -2% | 1% | 1% | . | 0.2% | 8 | i | -3% | 6% |
